# TTR transcr act: TTR transcription activators in neuroblastoma reporter cells, primary screen, cell-based, luminescence, SH-SY5Y, TTR promoter Gaussia luciferase | 100% = recombinant luciferase protein wells | activation, % at 16.7 µM | 92,000 compounds, 1.3% hits | AID 1117267, 2014;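 active = activation above the mean of all tested compounds plus 3 SD, cut at about 9.5% in these data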;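 also: cells exposed to compounds for one day before reading; 0% = median of all test compound wells on the plate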
# * hit, by the source's call. Only part of the results is shown. The share of hits here may be higher or lower than overall.
SMILES,TTR transcr act
O=C(Cn1c(C(F)(F)F)nc2ccccc21)Oc1cccc(C(F)(F)F)c1,2.4
Cc1csc(NC(=O)C2CC(=O)N(c3ccc(C)c(C)c3)C2)n1 (stereo not drawn),-1.4
C=CCN1C=CC(=C/C=C(/C#N)C(=O)OCC)C=C1,-1.1
COC(=O)c1ccccc1S(=O)(=O)NNC(=O)c1ccccc1-n1cccc1,-0.8
CC(=O)NCCNc1nc2cc(-c3ccc(C)cc3)sc2c(=O)n1C,-1.4
CCN(CC)CCC(=O)N1c2ccccc2CCc2ccc(NC(=O)OC(C)C)cc21,3.8
CC(=O)c1ccc(NC(=O)c2ccc(CNc3c(N4CCOCC4)c(=O)c3=O)cc2)cc1,0.8
CC(C)c1ccccc1OCCCCCN1CCOCC1,0.2
Cc1c(CN2CCC(CO)(CCOc3ccccc3)CC2)[nH]c2ccc(Cl)cc12,-0.5
CS(=O)(=O)N1CCN=C1SCc1ccc(Br)cc1,-0.4

# 2 entries from above in another layout.
structure: COC(=O)c1ccccc1S(=O)(=O)NNC(=O)c1ccccc1-n1cccc1
  TTR transcr act: -0.8

structure: C=CCN1C=CC(=C/C=C(/C#N)C(=O)OCC)C=C1
  TTR transcr act: -1.1

# Continuation:
SMILES,TTR transcr act
O=c1nc(N/N=C/c2ccccn2)cn[nH]1,-0.1
Cc1ccc(SCc2cc(=O)[nH]c(Nc3nc(C)c4cccc(C)c4n3)n2)cc1,1.0
Cc1cccc(CS(=O)(=O)Cc2ccc(C(=O)NCc3ccco3)o2)c1,-0.8
CC(C)=CC(=O)OCC(=O)Nc1ccc(SC(F)F)cc1,0.0
COc1ccc(-c2cc(C(=O)c3c(N)n(C)c(=O)n(C)c3=O)c3ccccc3n2)cc1OC,-1.1
Cc1ccc(NC(=O)c2cccs2)cc1S(=O)(=O)Nc1cccc(Cl)c1,-0.6
CCOc1cccc(CN2CCC(n3nccc3NC(=O)CCCc3ccccc3)CC2)c1,-1.6
COn1c2c(c3c4nonc4ccc31)CCCC2,-1.1
COc1ccc(-c2nnc3ccc(SCC(=O)N4CCCC4)nn23)cc1,1.8
Cn1c(=O)c2c(ncn2CC(=O)N2CCN(S(=O)(=O)c3ccc(F)cc3)CC2)n(C)c1=O,-1.4
O=C1C2CC=CCC2C(=O)N1Cc1ccccc1 (stereo not drawn),-3.0
CC(C)OC(=O)c1ccc2nc3ccccc3nc2c1,2.0
CCOC(=O)c1sc(-c2ccc(C)cc2)c(C#N)c1C,4.1
O=C(O)C1C2C=CC(O2)C1C(=O)NCc1ccc(Cl)cc1 (stereo not drawn),2.4
CC(=O)N(C)c1ccc(C=C2C=Cc3ccccc32)cc1,-2.1
O=C(NCc1ccco1)c1ccc2[nH]c(=O)c(=O)[nH]c2c1,0.1
Cc1nc(C(F)(F)F)ccc1C(=O)NCC(O)c1ccccc1 (stereo not drawn),-0.9
O=C(c1ccccc1)[C@@H]1[C@@H]2C(=O)N(c3ccc(F)cc3)C(=O)[C@@H]2C2CCCN21 (stereo partly drawn),-0.7
Cc1c(Cl)cnc(NC(=O)COC(=O)c2cc3c(s2)CCC(C)C3)c1Cl (stereo not drawn),-1.3
O=S(=O)(c1ccc2nnn(O)c2c1)N1CCOCC1,0.7
O=C(NC1CCCC1)C(c1cccnc1)N(C(=O)c1csnn1)C1CC1 (stereo not drawn),-1.0
CCCn1c(SCC(=O)NCc2ccccc2)n[nH]c1=O,-0.9
O=C(Cn1c(-c2ccccc2)c[n+]2ccsc12)c1ccccc1,-0.7
Cc1ccccc1N1CCN(C(=O)c2cccnc2)CC1,0.8
Cc1ccc(/C=C(\NC(=O)c2ccccc2)C(=O)NCC2CCCO2)o1 (stereo not drawn),-0.8
O=c1cc(CSc2nnc3ccccn23)c2c(ccc3ccccc32)o1,-1.8
COc1ccccc1NS(=O)(=O)c1ccc(C)c(C(=O)NCC(c2ccco2)N2CCCCC2)c1 (stereo not drawn),-1.8
c1ccc2ncc(-n3ccnc3)cc2c1,2.6
O=C(NCCCc1ccccc1)[C@H](Cc1c[nH]c2ccccc12)NC1(C(=O)NCCc2c[nH]c3ccccc23)CCOCC1,-1.6
Cc1cc(C)c2c3c(oc2n1)C(=O)N(c1cccc(Cl)c1)CC(=O)N3,-0.9

# Of the compounds above, five have fluorine.
SMILES,TTR transcr act
O=C(Cn1c(C(F)(F)F)nc2ccccc21)Oc1cccc(C(F)(F)F)c1,2.4
CC(C)=CC(=O)OCC(=O)Nc1ccc(SC(F)F)cc1,0.0
Cn1c(=O)c2c(ncn2CC(=O)N2CCN(S(=O)(=O)c3ccc(F)cc3)CC2)n(C)c1=O,-1.4
Cc1nc(C(F)(F)F)ccc1C(=O)NCC(O)c1ccccc1 (stereo not drawn),-0.9
O=C(c1ccccc1)[C@@H]1[C@@H]2C(=O)N(c3ccc(F)cc3)C(=O)[C@@H]2C2CCCN21 (stereo partly drawn),-0.7

# The list continues:
SMILES,TTR transcr act
CN(C)c1cc(NC(=O)CNC(C)(C)C)c2ccccc2n1,4.9
CCOC(=O)N1CCC(NC(=O)c2cn(-c3ccc(OC)cc3)c(=O)c3ccccc23)CC1,-2.2
CCN(CC)CCNC(=O)c1ccc(NC(=O)Cc2ccccc2F)cc1,4.6
C[C@@H](NC(=O)c1nc[nH]c1C(=O)NCc1ccccc1)c1ccccc1,1.3
Cc1ccc(O)c(C(CC(=O)NCc2ccco2)c2ccccc2)c1 (stereo not drawn),-0.4
Nc1[nH]c(C(=O)c2ccccc2)c(-c2ccc(O)cc2)c1C(=O)NCCc1c[nH]c2ccccc12,-1.8
CCc1ccccc1-n1c(SCC(=O)NC)nnc1-c1ccco1,0.6
Cc1cccc(N2CC3=C(C2=O)C(c2ccccc2)NC(=O)N3C)c1 (stereo not drawn),-1.2
COc1cccc(-c2nc(CC(=O)O)cs2)c1OC,-0.4
O=C(C[C@@H]1C[C@H]2c3cc(NC(=O)C4CCC4)ccc3O[C@H]2[C@@H](CO)O1)NCc1ccc(-c2ccccc2)cc1,-1.9
O=C(N/N=C/c1cccc(Br)c1)c1ccc(Br)cc1,-1.2
COc1cc(-c2nc(CN3CCN(C(=O)c4ccco4)CC3)c(C)o2)ccc1F,-2.0
CC1CCCCC1NC(=O)CN1c2cccc3cccc(c23)S1(=O)=O (stereo not drawn),-1.9
COC(=O)[C@]1(C)N[C@H](CN(C)C(=O)c2ccc(F)cc2)[C@@H]2C(=O)N(Cc3ccccc3)C(=O)[C@@H]21,3.9
COc1ccc(OCC(=O)OCC(=O)NC2CC2)cc1,1.4
Cc1ccccc1OCC(=O)N/N=C/c1cn(Cc2ccccc2)c2ccccc12,1.6
O=C(CN1C(=O)COc2ccccc21)Nc1ccc(F)cc1,3.0
CC(Sc1nccn1C)C(=O)c1c(N)n(C)c(=O)n(C)c1=O (stereo not drawn),7.0
CCN(CCn1cccn1)C(=O)c1cc(COc2ccccc2SC)on1,-0.9
Cc1ccc(OCC(=O)c2cc(C)n(-c3cc(C)on3)c2C)c([N+](=O)[O-])n1,0.5

# Gathered by group: the entries above containing a COOH group.
SMILES,TTR transcr act
O=C(O)C1C2C=CC(O2)C1C(=O)NCc1ccc(Cl)cc1 (stereo not drawn),2.4
COc1cccc(-c2nc(CC(=O)O)cs2)c1OC,-0.4

# (list continues)
SMILES,TTR transcr act
Cc1cccn2c(CN[C@@H]3CCCC[C@H]3c3ccccc3)c(C(=O)N3CCOCC3)nc12,3.8
COc1ccc(NC(=O)CSc2nc3ccccc3c(=O)n2CCCN2CCOCC2)c(OC)c1,1.6
COc1ccccc1-n1c(SCC(=O)Nc2ccc(Br)cc2)nc(O)cc1=O,-1.0
Cc1cc(C)c(S(=O)(=O)NC2CC2)c(C)c1,-0.5
COc1ccc(S(=O)(=O)N(C)c2ccc(C(=O)N3CCCC3)cc2)cc1,-1.1
Cc1cccc(C(=O)N2CCCCCC2)c1[N+](=O)[O-],-1.6
COCCn1c(C23CC4CC(CC(C4)C2)C3)n[nH]c1=S,-2.1
O=C(NCCCn1ccnc1)c1cc(C(=O)C2CCCCC2)c[nH]1,6.8
CCCCNC(=O)CNC(=S)N(Cc1ccccc1F)C1CCCCC1,-1.0
COc1ccc(CN2C(=O)C(CC(=O)NC3CCCC3)CC(C(=O)N3CCOCC3)=C2C)cc1 (stereo not drawn),1.7
COc1cc(Cl)c(C)cc1NC(=O)c1ccccc1-n1cnnn1,-1.1
CCOC(=O)c1ccc(N2C(=O)CC(Sc3nc(C)cc(C)n3)C2=O)cc1 (stereo not drawn),2.4
CC(=O)Nc1cccc(/C(C)=N/Nc2nc3ccccc3s2)c1,-2.0
O=C(NCc1ccco1)c1ccc2c(=O)n(CCC3=CCCCC3)c(=O)[nH]c2c1,-1.1
CCOC(=O)Nc1sc(NS(=O)(=O)c2ccccc2)nc1C,10*
Cc1cc(Oc2ccccc2)nc(OCC#N)n1,-0.8
CCCCNc1nc2ccccc2n1CC(=O)N1CCc2ccccc2C1,1.1
CCCCCn1c(N(C)Cc2ccccc2)nc2c1c(=O)[nH]c(=O)n2C,-0.6
CC(C)C[C@H](NC1(C(=O)NCCc2c[nH]c3ccccc23)CCN(C)CC1)C(=O)NCCCc1ccccc1,-1.4
CS(=O)(=O)Nc1ccc(C(=O)N2CCN(c3ccccc3F)CC2)cc1,0.0
CC(C)(C)NC(=O)CN(C(=O)CS(=O)CC(=O)Nc1ccc(F)cc1)c1ccc(Cl)cc1 (stereo not drawn),0.3
CSc1nc(-c2ccc(F)cc2)cc(=O)[nH]1,-0.9
COc1cccc2sc(NNC(=O)c3nc4ccccc4s3)nc12,-1.8
CC(C)Cc1nnc(NC(=O)c2cc3c(s2)CCC3)s1,-1.9
N/C(Cc1cccc2ccccc12)=N\O,2.2
CCOC(=O)c1oc2ccc(/C=N/O)c(Cl)c2c1C,-0.2
Cc1nn(Cc2ccc(Cl)cc2)c(C)c1NC(=O)CSc1nc2c(c(C(F)(F)F)n1)CCc1ccccc1-2,-2.6
Cc1ccc(S(=O)(=O)Nc2cc(-c3nn(C)c(=O)c4ccccc34)ccc2N2CCOCC2)cc1,-0.2
CS(=O)(=O)Nc1ccc(S(=O)(=O)N2CCCCCC2)cc1,0.7
Cc1ccnc(Nc2nc(-c3sc(C)nc3C)cs2)c1,-5.1
COc1ccc(CNC(=O)Cn2nnc(-c3ccc(NC(=O)C4CCCCC4)cc3)n2)cc1,-1.5
CCOC(=O)c1sc(NC(C)=O)nc1C,0.0
CCOC(=O)Cc1csc(NC(=S)NC(=O)c2cccc([N+](=O)[O-])c2)n1,-0.1
CC1(C)N=C(N)N=C(N)N1c1cccc(CC(=O)Nc2ccccc2)c1,2.2
O=C(NC1CCCCNC1=O)c1ccco1 (stereo not drawn),2.1
COc1ccc(OC)c(CN2CCN(C(=O)c3ccco3)CC2)c1,-1.1
COc1cc(/C=N/Nc2ncc(C(F)(F)F)cc2Cl)cc(OC)c1O,-0.7
Cc1cccc(-n2c(C)cc(C(=S)N3CCOCC3)c2C)c1C,1.6
CCOc1ccc(N2C(=O)c3cccnc3C2Nc2ccc(C)c(C)c2)cc1 (stereo not drawn),-1.8
Cc1ccc(Cl)c(OCC(=O)OCC(=O)NC2CCCc3ccccc32)c1 (stereo not drawn),-0.4

# Part of the list above, with bars between the fields.
molecule | TTR transcr act
COc1cc(/C=N/Nc2ncc(C(F)(F)F)cc2Cl)cc(OC)c1O | -0.7
Cc1cccc(-n2c(C)cc(C(=S)N3CCOCC3)c2C)c1C | 1.6
CCOc1ccc(N2C(=O)c3cccnc3C2Nc2ccc(C)c(C)c2)cc1 (stereo not drawn) | -1.8
Cc1ccc(Cl)c(OCC(=O)OCC(=O)NC2CCCc3ccccc32)c1 (stereo not drawn) | -0.4

# More structures
SMILES,TTR transcr act
O=C(NC1CCCCC1)c1ccc2c(=O)n(CC3CCCO3)c(=O)[nH]c2c1 (stereo not drawn),-2.0
Cc1c(C(=O)N2CCOCC2)oc2c1C(=O)CC(C)(C)C2,-1.2
Cc1ccc(S(=O)(=O)N2CCC(=O)N([C@H](COCc3ccc(C(F)(F)F)cc3)Cc3ccccc3)CC2)cc1,-1.7
COC(=O)C[C@H]1C[C@@H]2c3cc(NS(=O)(=O)c4ccc(OC)cc4)ccc3O[C@@H]2[C@H](CO)O1,0.7
Cc1ccc(S(=O)(=O)N2[C@@H](c3ccc(Cl)cc3)C(C(=O)O)=CC[C@H]2c2ccc(Cl)c(Cl)c2)cc1,7.3
CCN(CC)S(=O)(=O)c1ccc(NC(=O)c2ccc(Sc3nncn3C)c([N+](=O)[O-])c2)cc1,-0.5
COc1cccc(C(=O)NNC(=O)CCC(=O)O)c1,1.5
Nc1ncn(C23CC4CC(CC(C4)C2)C3)n1,-1.3
O=C1CC(c2ccccc2)NC(=O)N1 (stereo not drawn),0.5
CCOC(=O)N1CCC(Nc2c(NCCCN(CC)c3cccc(C)c3)c(=O)c2=O)CC1,-0.7
CCc1nc(-c2ccc(-c3ccc(OC)cc3)nc2OC)no1,-0.8
O=S1(=O)C=CC(c2ccccc2)C1 (stereo not drawn),1.3
COc1ccc(Cl)cc1-c1cc(C(=O)Nc2ccc(C(C)(C)C)cc2)[nH]n1,0.1
Cc1cc(C)c([N+](=O)[O-])cc1-c1ccc(/C=N/NC(=O)c2nonc2N)o1,-3.3
COc1ccc2c(c1OC)C(=O)OC2Nc1ccccc1S(=O)(=O)C(F)F (stereo not drawn),1.0
Cc1ccccc1-c1nnc(-c2ccc(Cl)cc2)o1,-0.4
CC(C)CC(NC(N)=O)C(=O)OCC(=O)Nc1ccc(SC(F)F)cc1 (stereo not drawn),-1.9
O=C(NCc1ccccc1)c1csc2c1CCCCC2,-1.7
CC(OC(=O)c1ccc(Cl)nc1)C(=O)NC(C)(C)C (stereo not drawn),0.8
CCC1=C(OC(=O)N(CC)CC)N2C(=O)OC(=NCC3CC3)[C@]2(Cc2ccccc2)[C@H]2C1=CC[C@H]1C(=O)N(C)C(=O)[C@H]12,-1.1
CCOC(=O)C1=C(C)OC(N)=C(C#N)C1c1cc(C)sc1C (stereo not drawn),-2.1
COc1ccc(OCCCC(=O)Nc2cc(S(=O)(=O)N3CCCCC3)ccc2OC)cc1,0.3
Cn1c(=O)c2[nH]c(CN3CCCCC3)nc2n(C)c1=O,0.8
CCN(CC)c1ccc(NC(=O)c2ccccc2OCC(=O)OC)cc1,-2.2

# Source: PubChem
